# p47phox inh – blocks human p47phox regulatory protein of NADPH oxidases | inhibition, % at 24.7 µM | 220,000 compounds, 0.53% hits | p47phox/p22phox peptide binding, fluorescence polarization, 2 h;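 further: 0% = p47phox with labelled peptide and 100% = labelled peptide alone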
# Target sequence (P14598 whole entry, looked up): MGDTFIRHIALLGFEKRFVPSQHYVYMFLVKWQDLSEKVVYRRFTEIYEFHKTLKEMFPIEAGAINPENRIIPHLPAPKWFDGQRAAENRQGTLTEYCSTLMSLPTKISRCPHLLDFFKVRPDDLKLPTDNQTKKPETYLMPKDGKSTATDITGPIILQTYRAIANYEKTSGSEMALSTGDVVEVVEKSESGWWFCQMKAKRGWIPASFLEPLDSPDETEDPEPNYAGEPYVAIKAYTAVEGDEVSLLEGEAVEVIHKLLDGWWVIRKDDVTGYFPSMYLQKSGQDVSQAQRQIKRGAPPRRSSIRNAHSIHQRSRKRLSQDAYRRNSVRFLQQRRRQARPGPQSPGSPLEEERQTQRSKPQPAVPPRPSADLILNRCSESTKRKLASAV
# eIF4E 4G PPI – inhibitors of eIF4E and eIF4G interaction in translation initiation; 220,000 compounds, 0.37% hits; inhibition, % at 21.7 µM; AID 782; TR-FRET eIF4E-eIF4GI(517-606) binding, 2 h; P63073+Q04637;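 further: 0% = full FRET control wells and 100% = background wells lacking eIF4GI fragment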
# 14-3-3 Bad inh – disrupts binding of bovine 14-3-3 zeta to phospho-Bad peptide; P63103; TR-FRET 14-3-3zeta/Dy647-pBad peptide displacement, 1 h; inhibition, % at 21.7 µM; 220,000 compounds, 0.71% hits; AID 781;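 active means inhibition above about 70%, limit read from the data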;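 further: 0% = full 14-3-3 plus peptide FRET controls and 100% = background without 14-3-3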
# Target sequence (P63103 whole entry, looked up): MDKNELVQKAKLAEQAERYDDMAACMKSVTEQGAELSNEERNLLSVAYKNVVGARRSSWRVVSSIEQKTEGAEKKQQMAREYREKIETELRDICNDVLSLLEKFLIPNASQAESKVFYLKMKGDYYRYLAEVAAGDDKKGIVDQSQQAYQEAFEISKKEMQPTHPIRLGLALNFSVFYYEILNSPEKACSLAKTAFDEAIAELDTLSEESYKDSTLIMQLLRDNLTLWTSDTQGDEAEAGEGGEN
# Thrombin inh – blocks human thrombin protease activity; alpha-thrombin, Boc-VPR-AMC fluorogenic substrate cleavage; inhibition, % at 5 µM; P00734; 220,000 compounds, 0.26% hits;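 active means inhibition at or above 40%; inactive means inhibition below 40%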;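 further: 0% = enzyme with no compound and 100% = wells without enzyme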
#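 Material: Human alpha-thrombin protein | Buffer or medium: pH 7.5 Tris-saline with Tween 20 | Reagent: Boc-VPR-AMC substrate, 15 µM final | Schedule: Reaction at ambient temperature | Detection: AMC fluorescence at 355 nm excitation and 460 nm emission | Evaluation: Percent inhibition scaled between no-compound controls and no-enzyme blanks | Controls: no-compound enzyme wells and no-enzyme blanks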
# Furin inhibitor – human furin inhibition | 220,000 compounds, 0.061% hits | purified furin, fluorogenic substrate cleavage | P09958 | inhibition, % at 30 µM; in the data active means inhibition above about 25%; further: inactives centre near -15
# EBV gp42 block – EBV gp42 inhibition | inhibition, % (tested at 21.74 µM) | Fluorescence polarization binding assay, mP read-out | Q1HVG2 | 220,000 compounds, 0.42% hits; in the data active means inhibition above about 50%
# Target sequence (Q1HVG2 whole entry, looked up): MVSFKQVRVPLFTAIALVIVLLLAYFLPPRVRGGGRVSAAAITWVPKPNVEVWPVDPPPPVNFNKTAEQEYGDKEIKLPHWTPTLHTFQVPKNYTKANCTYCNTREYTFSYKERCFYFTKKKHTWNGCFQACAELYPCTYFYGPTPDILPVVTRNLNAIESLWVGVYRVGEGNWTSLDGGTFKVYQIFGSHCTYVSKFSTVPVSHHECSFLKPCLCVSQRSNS
# Rad51 HR inh – blocks human Rad51 in homologous recombination | hRad51 DNA strand exchange, fluorescence dequenching | AID 1385 | 200,000 compounds, 0.085% hits | Q06609 | inhibition, % at 10 µM;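 active means inhibition above 40% at the single screening dose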;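 further: 0% = DMSO control wells and 100% = blanks with heterologous ssDNA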
#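 material = hRad51 filaments on single-stranded DNA | reagent = Donor/quencher-labelled 47-bp dsDNA substrate | compound = 10 µM final, single point | schedule = strand-exchange reaction 15 min at room temperature | measured by = fluorescein emission 520 nm, excitation 485 nm | read-out basis = % inhibition versus plate control and blank means | benchmarks = plate controls and plate blanks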
# KLK5 inh – kallikrein 5 (human) inhibition | recombinant hK5, fluorogenic AMC substrate cleavage | inhibition, % at 5 µM | 210,000 compounds, 0.59% hits | AID 873;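 active means inhibition of 40% or more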;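 further: 0% = enzyme controls without compound and 100% = no-enzyme blanks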
# Target sequence (Q9Y337 67-293 limits assumed): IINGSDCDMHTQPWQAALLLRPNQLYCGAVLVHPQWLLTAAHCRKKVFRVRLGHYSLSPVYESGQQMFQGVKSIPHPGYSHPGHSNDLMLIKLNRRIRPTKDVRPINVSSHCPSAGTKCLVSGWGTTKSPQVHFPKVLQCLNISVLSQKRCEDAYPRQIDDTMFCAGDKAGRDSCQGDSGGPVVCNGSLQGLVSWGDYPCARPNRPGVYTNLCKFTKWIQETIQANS
# Cl transport mod – modulators of human KCC2 chloride dependent transport; Q9H2X9; B-score of Tl+ flux slope (higher = more flux/activation; lower = inhibition) at 10 µM; KCC2 cells, thallium flux FluoZin-2 fluorescence; 190,000 compounds, 2.2% hits;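 active means thallium flux slope and its plate-corrected score both differing from the plate sample mean at a set confidence after two filtering rounds, in either direction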;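 further: slope of fluorescence scaled to starting intensity during 10 to 20 s after thallium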
# The depositor's hits bear a star; . = not tested or not shown; [ ] = remark or other dose.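 How the source made its calls, unless noted: active means inhibition above about 30% (limit read from the data); inactive means the rest.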
nr	structure	p47phox inh	eIF4E 4G PPI	14-3-3 Bad inh	Thrombin inh	Furin inhibitor	EBV gp42 block	Rad51 HR inh	KLK5 inh	Cl transport mod
1	O=C(CCc1nc2ccccc2s1)N1CCN(S(=O)(=O)c2cccs2)CC1	-17	-11	3	-3	-20	-23	0	-3	-4.1*
2	CCOC(NC(=O)c1ccccc1)C(NC(=O)c1ccccc1)OCC (centres undefined)	8	5	-4	0	-27[20 µM]	-3	-5	-22	0.66
3	Cc1c(NC(=S)NC(=O)c2sc3ccccc3c2Cl)cccc1C(=O)O	-8	1	1	-7	-12	10	-1	-4	-2.7
4	Cc1cc(C)n(-c2nc(NCC(C)O)c3c4c(sc3n2)COC(C)(C)C4)n1 (centres undefined)	0	-6	-2	0	-7[20 µM]	-6	10	-13	0.33
5	COc1cc(NC(=O)c2cnc(N)s2)cc(C(=O)Nc2cccc(C(F)(F)F)c2)c1	-46	31*	68	-5	-25	-15	6	12	-0.43
6	O=C(Nc1ccccc1)c1cc2c(=O)c3ccccc3oc2nc1C(F)(F)F	-13	-1	1	4	-5[20 µM]	-10	0	-6	-0.3
7	Cc1ccc(C(=O)N(CC(=O)NC2CCCC2)c2ccccc2C)s1	-4	1	2	0	-29	0	-1	1	-0.25
8	CCN(CC)S(=O)(=O)c1cccc(-c2nnc(SC(C)C(N)=O)n2CCc2ccccc2)c1 (centres undefined)	-2	-1	-2	0	-4[20 µM]	-4	-2	2	-0.41
9	OC(CNCc1ccccc1C(F)(F)F)C(F)(F)F (centres undefined)	-4	1	-4	-3	-9	-9	9	-10	-0.84
10	CCC(C)(C(=O)NC1CCCCC1)N(Cc1ccco1)C(=O)CC1NC(=O)NC1=O (centres undefined)	-10	-13[fluorescence artefact?]	1[fluorescence artefact?]	0	-9	-19	12	-9	0.15
11	CN=C(Nc1ccccc1)SC1CC(=O)N(c2ccc(C(=O)OC)cc2)C1=O (centres undefined)	2	6	-9	-3	-12[20 µM]	7	3	2	0.018
12	O=C(CSc1nnc(-c2ccncc2)n1-c1ccccc1Cl)Nc1ccc(C(=O)O)cc1	-8	-1	-14	-8	-12	-5	4	-3	0.75
13	CC1(C)C(=O)Nc2ccccc2N1C(=O)CN1C(=O)C(=O)N(C2CCCC2)C1=O	.	1	-1	2	-38	-7	.	-22	0.052
14	CN1C(=S)NC(C)(C)CC1(C)c1ccc(O)cc1O (centres undefined)	-11	1	2[fluorescence artefact?]	-10	-18	0	.	-23	0.78
15	c1ccc2[nH]c(SCc3cscn3)nc2c1	1	-3	-7	-9	-14[20 µM]	-12	-3	-4	.
16	CC(C)CCNC(=O)NC(=O)COC(=O)/C=C/c1cccc([N+](=O)[O-])c1	-5	2	-2	-2	-30	-10	1	2	1
17	Cc1ccc(N2C(N)=C(C#N)C(c3cccnc3)C3=C2CC(C)(C)CC3=O)cc1 (centres undefined)	-24	3	6	10	-26[20 µM]	-19	6	-31	-0.4
18	CCC(CC)NC(=O)CSc1nnc(-c2c[nH]c3ccccc23)o1	.	0	3	-5	-7	-5	.	1	-3.1*
19	CCOc1cc(C2C(C(=O)N3CCOCC3)=C(C)NC3=C2C(=O)CCC3)ccc1O (centres undefined)	6	-3	0	-7	-10[20 µM]	-5	6	7	0.14
20	COc1ccc(C2=Nc3ccc(Br)cc3C(c3ccccc3)N2CC(=O)NN)cc1 (centres undefined)	-13	2	0[fluorescence artefact?]	4	-14	-2	.	-1	-0.0099
21	Cc1c(N2C(=O)/C(=C\c3cccc4ccccc34)SC2=S)c(=O)n(-c2ccccc2)n1C	-13	-18	-3	-6	-12	-13	-4	-11	.
22	CCC1CCCCN1CCCNC(=O)CNC(=O)Cn1ccc2ccccc2c1=O (centres undefined)	-39	-2	53	11	-21	-3	.	18	.
23	CS(=O)(=O)NN1C(=O)c2ccccc2NC1c1cc2ccccc2nc1Cl (centres undefined)	-4	3[fluorescence artefact?]	8	-6	-17	2	.	-31	0.25
24	O=C(O)CC(NC(=O)Cc1ccc(Cl)cc1)c1ccco1 (centres undefined)	.	-2	1	-4	-41	-5	.	.	-3.4*
25	CCOC(=O)c1ccc(S(=O)(=O)N2CCN(C(=O)c3nn(C)c(=O)c4ccccc34)CC2)cc1	-6	-3	-13	1	-11	-3	16	-10	0.023
26	COC(=O)c1ccc(-c2nc3cc(Cl)c(N)cc3s2)cc1	1	2	3[fluorescence artefact?]	-7	-16[20 µM]	-4	2	-42	.
27	CCC1CCCCN1C(=O)COC(=O)c1ccc(S(=O)(=O)N2CCOCC2)cc1 (centres undefined)	-10	2[fluorescence artefact?]	10	3	-1	-12	8	-23	0.38
28	Cc1ccc(S(=O)(=O)Nc2ccc(S(=O)(=O)N3CCCC3)cc2)cc1	0	1	-6	-1	-25	9	-5	-2	-0.071
29	CC(C)Oc1cccc(-c2cc(C(=O)N3CCN(c4ncccn4)CC3)c3ccccc3n2)c1	-17	-9	-5	2	-9[20 µM]	6	-13	-3	.
30	COc1ccccc1N1CCN(C(c2cccs2)C(C)NC(=O)c2ccncc2)CC1 (centres undefined)	-3	4	4	2	-16	-13	17	2	-0.38
31	Cc1ccc(-c2cc(C(=O)OC3CCOC3=O)c3ccccc3n2)c(C)c1 (centres undefined)	-11	-3	-7	6	-12	5	-4	-20	-1.9
32	O=C1CC(c2ccccc2F)c2c(c3ccccc3[nH]c2=O)O1 (centres undefined)	-8	0	6	2	-17	-11	11	1	0.91
33	O=C(Cn1c(=O)c(=O)n(Cc2ccccc2)c2ccc(Cl)cc21)Nc1cc(F)ccc1F	-28	-3	-11	-5	-19	3	-4	-2	-1.2
34	Cc1ccc(OCCSc2nnc(-c3cccs3)n2C)cc1	6	5[fluorescence artefact?]	3[fluorescence artefact?]	2	-25[20 µM]	-20	-1	-6	-0.74
35	Cc1ccc(C(C)NC(=O)C23CC4CC(CC(C4)C2)C3)cc1 (centres undefined)	-4	-3	1	-2	-12	-3	15	-7	1.4
36	Cc1cc(=O)oc2cc(OCC(=O)OCC(=O)N3CCc4ccccc43)ccc12	.	.	.	1	-24[20 µM]	.	-5	-17	0.71
37	COc1ccc(CCn2c(Br)nc3c2c(=O)[nH]c(=O)n3C)cc1	-4	4	5	2	-9[20 µM]	-20	4	-6	.
38	Cc1ccc(CNC(=O)c2nnc(Cc3ccc(Cl)cc3)o2)cc1	-4	-2	8	3	2	-18	2	3	0.9
39	Cc1ccc(-c2noc(CSc3nnnn3-c3ccccc3)n2)cc1	-12	2	9	-6	-8	-2	0	6	-1.1
40	O=C(c1cccs1)N1CCN(Cc2ccc3c(c2)OCO3)CC1	-1	11[fluorescence artefact?]	-10	1	-23	-17	-3	-4	0.14
41	CC1CCCCC1NC(=O)CCCc1nc2ccccc2c(=O)[nH]1 (centres undefined)	-1	-10[fluorescence artefact?]	0	1	-22[20 µM]	-9	3	-35	-0.19
42	CC(Oc1ccc(Cl)cc1)C(=O)OCC(=O)Nc1ncc(Cl)cc1Cl (centres undefined)	-3	0	4	11	-19[20 µM]	0	6	30	-1
43	O=c1c2ccccc2nc2c3ccccc3c(NCCO)nn12	-9	2	5	-8	-30	-7	22	-12	-1.2
44	CC(=O)C1=C(O)C(=O)N(Cc2cccnc2)C1c1ccc(Cl)cc1 (centres undefined)	-7	-1	14	0	-27[20 µM]	-2	1	-11	-0.093
45	CC(NC(=S)Nc1ccc([N+](=O)[O-])cc1)c1ccncc1 (centres undefined)	-11	-6	-2	2	-23	-3	9	-11	-0.31
46	CCCN1Cc2cccc(C(=O)Nc3cc(OC)cc(OC)c3)c2C1=O	-15	-7	9	1	-11	0	-5	7	.
47	CCCCNC(=O)CS(=O)Cc1nc(-c2cccc(Cl)c2)oc1C (centres undefined)	-5	2	7	0	-6	-8	3	14	.
48	CCOC(=O)Nc1ccc2c(c1)N(C(=O)CCN1CCN(CCO)CC1)c1ccccc1CC2	-5	9	37	-6	-20[20 µM]	-3	5	-2	.
49	CC(C)(C)CC(C)(C)NC(=O)CSCC(=O)Nc1ccc2ccccc2c1	-15	1	4	3	-1[20 µM]	-8	4	12	-0.092
50	NC(=O)C1(N2CCCCC2)CCN(C(=O)c2ccc(-n3cnnn3)cc2)CC1	-12	6	-4	-5	-13	-10	3	14	.
51	O=C(NCc1cccs1)c1nc2c(nnn2Cc2ccc(F)cc2)c(=O)[nH]1	-4	1	7[fluorescence artefact?]	-2	-16[20 µM]	-13	-3	-23	-2.3*
52	N=c1c2c(-c3ccccc3)c(-c3ccccc3)n(Cc3ccco3)c2ncn1Cc1ccccc1	0	.	.	1	-11[20 µM]	-12	1	-1	-1.5
53	COc1cc(Cl)c(C)cc1NC(=O)CSc1nnc(-c2ccccn2)n1Cc1ccco1	-6	-32	-5	-3	-25	-2	4	-10	-0.46
54	COC(=O)c1cc(C(=O)OCC(=O)Nc2ccccc2OC(F)F)cc([N+](=O)[O-])c1	-20	1	0	-6	-12	-18	-1	-9	-0.03
55	CCn1c(CNC(=O)c2cccc(C)c2)nc2ccccc21	3	-2	9	-8	-14	2	1	-2	-0.39
56	CCC(NC(=O)CCc1ccccc1)c1ccccc1 (centres undefined)	-8	-4	-6	5	-17	-9	17	-13	0.41
57	Cn1ncc(N=Cc2ccccc2O)c1C(=O)Nc1ccccc1	-6	1	12	4	-20	-11	-1	6	.
58	O=C(Nc1nc(-c2cccs2)cs1)c1ccc(S(=O)(=O)N2CCCC2)cc1	-32	-10	61	4	6	-3	.	-5	-1.7
59	O=C1N/C(=C/c2cccs2)C(=O)N1Cc1ccc(Br)cc1	-1	1	19	-11	-6	-19	-1	-8	-0.59
60	Cc1nc2ccccc2c(=O)n1/N=C/c1ccc2ccccc2c1O	25	11	44	-3	-13	18	.	3	0.076

# Continuation:
nr	structure	p47phox inh	eIF4E 4G PPI	14-3-3 Bad inh	Thrombin inh	Furin inhibitor	EBV gp42 block	Rad51 HR inh	KLK5 inh	Cl transport mod
61	C=CCSc1nc2c(sc3nc(C)cc(C)c32)c(=O)[nH]1	0	2[fluorescence artefact?]	16	-2	-10[20 µM]	-14	-4	-15	.
62	COC(=O)c1ccc(C(=O)OC)c(NC(=O)COC(=O)c2ccccc2OC)c1	-5	0	7	-7	-17	-11	0	-7	0.32
63	COc1ccccc1N(CC(=O)Nc1cccc(C(F)(F)F)c1)S(C)(=O)=O	3	1	-2	-2	-28	-24	.	13	-2.1
64	COc1ccc(CN(C(=O)CNC(=O)c2ccco2)C(C(=O)NC2CCCC2)c2ccco2)cc1 (centres undefined)	-11	1[fluorescence artefact?]	-3	-11	-3[20 µM]	-18	8	0	0.64
65	O=C(CSCc1cnn(-c2ccccc2)c1-n1cccc1)N1CCN(Cc2ccccc2)CC1	-13	7	8	0	-10[20 µM]	-25	0	-16	-1.7
66	Cc1cc(C)c(S(=O)(=O)Nc2cc(SCC(=O)O)c(O)c3ccccc23)cc1C	4	27[fluorescence artefact?]	68[fluorescence artefact?]	-3	-14	-1	-3	-131	-0.77

# Sorted by SMILES length (ascending): 3 of the compounds above
nr	structure	p47phox inh	eIF4E 4G PPI	14-3-3 Bad inh	Thrombin inh	Furin inhibitor	EBV gp42 block	Rad51 HR inh	KLK5 inh	Cl transport mod
61	C=CCSc1nc2c(sc3nc(C)cc(C)c32)c(=O)[nH]1	0	2[fluorescence artefact?]	16	-2	-10[20 µM]	-14	-4	-15	.
66	Cc1cc(C)c(S(=O)(=O)Nc2cc(SCC(=O)O)c(O)c3ccccc23)cc1C	4	27[fluorescence artefact?]	68[fluorescence artefact?]	-3	-14	-1	-3	-131	-0.77
65	O=C(CSCc1cnn(-c2ccccc2)c1-n1cccc1)N1CCN(Cc2ccccc2)CC1	-13	7	8	0	-10[20 µM]	-25	0	-16	-1.7
